# Nrf2 activator – qHTS of Nrf2 Activators; AREc32 ARE-luciferase reporter (MCF7-derived line), luminescence, 24 h; Potency, µM (titrated, usually from 46.1 µM), for inactives: at the highest dose activation, actives largely listed as activators; 410,000 tested, 0.31% active; AID 624171, 2012; note: % of control where 0% means no effect; nearly all actives have a fitted effect of over 65% in size
#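 Luciferase luminescence (Steady-Glo, 30 min at room temperature) served as the read-out of ARE activation in AREc32 cells treated with compounds for 24 hr at 37 deg C.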
# A549 viability – Nrf2 qHTS screen for inhibitors: counterscreen for cytotoxicity; 390,000 tested, 0.16% active; Potency, µM (highest dose often 46 µM), for the others: at the highest dose activity change, negative = cytotoxicity, hits mostly inhibitors; A549 ARE-Fluc cells, CellTiter-Fluor viability, 18-24 h; note: % is set by controls: 0 for no effect and ±100 for the full control effect
#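 A549 ARE-Fluc cells in 5% FBS OPTI-MEM, 5000 cells/well, rested 2 h then exposed to compounds in concentration-response for 18-24 h at 37 °C. Viability by CellTiter-Fluor fluorescence (Ex 405/Em 525) after 30 min; luciferase luminescence (BugLite, 15 min, RT) read afterwards.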
# TGFb SMAD3 inh – qHTS for Inhibitors of TGF-b; 410,000 tested, 1.2% active; Potency, µM (titrated, usually from 46.1 µM), for inactives: at the top dose activity, negative = inhibition, usual class: inhibitors; HepG2 CAGA-GFP TGF-b/SMAD3 reporter, GFP fluorescence, 18 h; TGF-beta stimulated, 500 pg/mL final; note: % is set by controls: 0 for no effect and ±100 for the full control effect; nearly all actives have a fitted effect of over 65% in size
#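 Using HEPG2 CAGA-GFP reporter cells at 1000 cells/well, we pinned test compounds, stimulated with recombinant TGF-beta (500 pg/mL final) and measured total well GFP after 18 h.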
# * marks the source's active call; other numbers are inactive results; ? = inconclusive; [ ] = dose if it differs, or a comment. Calls come from the whole dose curve; as a rule, active = well fitted curve in the direction sought with a large enough effect; inconclusive = small, poorly fitted or top-dose-only effect, or another doubt; inactive = no such curve, though single readings can be large; an effect the other way counts as inactive or inconclusive. Potency is the fitted concentration of half-maximal effect.
molecule,Nrf2 activator,A549 viability,TGFb SMAD3 inh
CCOCCCNC(=O)Nc1cc(C(=O)NCc2ccc(C(C)C)cc2)ccc1N1CCCC1,7.2%,-21.3%,?
CCOc1ccccc1C(=O)NCc1ccc2c(c1)CCN2C(=O)c1ccccc1,4.2%,-4.2%,6.4%
CCOc1ccc(Sc2cc(C(=O)NCCCOC)c3ccccc3n2)cc1,5.0%,-0.1%,0.0%
CCc1ccccc1NS(=O)(=O)c1ccc(NC(=O)N2CCCC2)cc1,4.4%,-12.9%,-0.9%
CCN1C(=O)C(Cc2nc3ccccc3c(=O)n2C)c2cc(C)ccc21 (stereo unspecified),6.4%,1.0%,-7.4%
COc1ccc(S(=O)(=O)n2nc(C)c(S(=O)(=O)N3CCCCCC3)c2C)cc1,-0.9%,-9.1%,-19.1%
O=C(NCC(c1ccc2c(c1)OCO2)N1CCN(c2ccccc2)CC1)C(=O)Nc1ccccc1F (stereo unspecified),-0.4%,0.3%,3.0%
CCC(C)NC(=O)Cn1c(=O)n(-c2ccc(C)c(C)c2)c(=O)c2c(C)c(C(=O)N(CC)CC)sc21 (stereo unspecified),-0.1%,11.6%,15.0%
CCOc1cc(-c2nnc(SCC(=O)NCc3ccccc3)nc2-c2ccc(OC)c(OCC)c2)ccc1OC,-1.1%,?,-11.0%
COc1ccc(C2c3c(oc4ccc(C)cc4c3=O)C(=O)N2CCCN2CCOCC2)cc1OC (stereo unspecified),0.6%,-8.2%,-2.5%
COc1ccc(CNC(=O)c2c(Nc3ccc(OC)cc3OC)sc(C(=O)c3ccc(Cl)cc3)c2N)cc1,-0.3%,-2.5%,-5.6%
O=C(NCCS(=O)(=O)N1CCN(c2ccccc2F)CC1)c1ccccc1C(F)(F)F,0.8%,4.2%,?
Cc1ccc(C(=O)N2CCc3cc(CNC(=O)c4ccccc4F)ccc32)cc1,3.5%,-12.4%,-21.1%
Cc1nc(-c2ccc(Cl)cc2)sc1CCNC(=O)Cc1ccc(F)cc1,7.8%,0.7%,?
CCNC(=O)c1cc2n(n1)CCCN(Cc1ccc(C)cc1)C2=O,-0.4%,1.7%,-2.5%
Cn1c(=O)c2c(nc(Oc3ccc(F)cc3)n2Cc2ccc(F)cc2)n(C)c1=O,-1.1%,-3.7%,3.0%
CCC(CC)C(=O)Nc1ccccc1C(=O)OCc1cc(=O)n2nc(C3CCCCC3)sc2n1,-0.5%,-2.1%,-6.3%
CN(C)c1ccc(NC(=O)CSC2=Nc3ccccc3C3=NC(CC(=O)NCc4ccc5c(c4)OCO5)C(=O)N23)cc1 (stereo unspecified),2.6%,3.0%,?
Cc1cn(C)c(CC(=O)NCc2cccc(Cl)c2)c1C(=O)O,-0.9%,5.0%,5.5%
CC(=O)C(Sc1nc(-c2ccccc2Cl)nc2c1c(=O)n(C)c(=O)n2C)C(=O)N(C)C (stereo unspecified),0.9%,-5.1%,?
COc1ccc(CC(=O)NCc2nc3cccnc3n2Cc2ccc(F)cc2)cc1OC,0.0%,-0.3%,-3.2%
CCOC(=O)C1CCN(C(c2ccc(OCC)cc2)c2c(O)cc(C)n(CCOC)c2=O)CC1 (stereo unspecified),-0.7%,11.7%,8.8%
COc1ccccc1NC(=O)c1c(NCc2ccc(OC)c(OC)c2OC)sc2c1CCCC2,15.5%,-16.7%,?
COc1ccc(C)c2sc(N(Cc3cccnc3)C(C)=O)nc12,11.0%,5.7%,-19.4%
COCCCNC(=O)c1sc2ncccc2c1-n1cccc1,4.2%,4.5%,5.8%
COC(=O)c1ccc(NC(=O)c2c(NCc3ccc(OC)c(OC)c3)sc3c2CCCC3)cc1,6.4%,0.0%,?
CCCC(CCC)C(=O)NC1CC(=O)N(c2ccc3c(c2)OCCO3)C1 (stereo unspecified),-0.4%,0.0%,7.2%
O=C(Nc1ccccc1C(F)(F)F)c1ncoc1-c1ccco1,-1.0%,10.7%,0.8%
Cc1csc2nc(-c3ccc(NS(=O)(=O)c4cc(F)ccc4F)cc3)cn12,0.1%,?,10.1%
CCOC(=O)c1cc(-c2ccccc2)n(CCC(=O)Nc2ccc(C)cc2Cl)c1C,0.4%,8.9%,?
CCc1ccccc1NC(=O)CSc1nnc(-c2ccc(OC)cc2)s1,0.4%,9.0%,?
Cc1ccc(-n2ncc3c(NCc4ccccc4)ncnc32)cc1C,2.8%,12.0%,-19.3%
Cc1ccc2nc(NC(=O)COc3ccc(F)cc3)sc2c1,-1.1%,16.9%,19.4%
Cc1cc(S(=O)(=O)Nc2cccc(-c3ccc(N4CCOCC4)nn3)c2)c(C)cc1Cl,-0.5%,-22.5%,?
CCOC(=O)c1cc(-c2ccccc2)n(CC(=O)NCc2ccccc2OC)c1C,-0.6%,1.0%,0.0%
COC(=O)c1ccc2c(=O)n(CCCCCC(=O)N3CCN(c4cc(Cl)ccc4C)CC3)c(=O)[nH]c2c1,-6.7%,-25.7%,?

# Three compounds already listed, sorted by the number in Nrf2 activator, smallest number first:
canonical_smiles	Nrf2 activator
O=C(NCCS(=O)(=O)N1CCN(c2ccccc2F)CC1)c1ccccc1C(F)(F)F	0.8%
CCOc1ccc(Sc2cc(C(=O)NCCCOC)c3ccccc3n2)cc1	5.0%
COC(=O)c1ccc(NC(=O)c2c(NCc3ccc(OC)c(OC)c3)sc3c2CCCC3)cc1	6.4%

# The results go on:
molecule,Nrf2 activator,A549 viability,TGFb SMAD3 inh
O=C(NCCc1csc(-c2cccc(F)c2)n1)c1ccc(Br)o1,4.2%,?,-14.0%
COc1cccc(CNC(=O)CSc2nc3ccccc3nc2Cc2ccc(C)cc2)c1OC,-0.5%,-1.4%,-23.0%
CC1CCN(C(=O)CSc2nc3ccccc3nc2Cc2ccccc2)CC1,0.6%,-7.1%,?
COc1ccc(OC)c(CNC(=O)Cn2nc(C)c3nn(-c4ccc(Cl)cc4)c(C)c3c2=O)c1,0.4%,-3.6%,23.0%
Cc1nc(S(=O)(=O)N2CCN(c3ccc(Cl)cc3)CC2)cn1C,-1.1%,2.0%,7.2%
Cc1cccc(-n2ccnc2SCC(=O)Nc2ccc3c(c2)OCO3)c1,-0.3%,1.8%,21.0%
Cc1ccc(NC(=O)c2cnc(SCC(=O)N3CCCc4ccccc43)n(C)c2=O)cc1,0.2%,0.9%,-4.4%
O=C(CSCc1cc(=O)c2cc(F)ccc2[nH]1)Nc1ccccc1Cl,1.2%,-9.8%,-28.3%
CC(=O)c1ccc(NC(=O)c2cc(S(=O)(=O)N3CCCCCC3)cn2C)cc1,-0.6%,5.1%,2.1%
Nc1c(C(=O)c2ccc(F)cc2)sc(Nc2ccccc2F)c1S(=O)(=O)c1ccc(Br)cc1,-0.5%,-15.4%,?
CC(C)(C)NC(=O)N1CCC(C(=O)O)CC1,0.2%,-0.8%,-1.7%
CC(C)c1ccc(NC(=O)c2ccc(F)c(S(=O)(=O)N3CCCC3)c2)cc1,1.6%,4.3%,-18.4%
COc1ccc(NC(=O)/C=C\C(=O)N(c2ccc(C(C)C)cc2)C(C(=O)NCc2ccco2)c2ccc(F)cc2)cc1 (stereo unspecified),0.3%,?,-12.2%
CCOCCn1c(=NC(=O)c2ccc3c(c2)OCCO3)sc2cc(OCC)ccc21,0.3%,-3.8%,2.3%
Cc1ccc(Nc2ccc(N3CCN(C(=O)c4ccc([N+](=O)[O-])cc4)CC3)nn2)cc1,0.1%,3.0%,?
O=C(Nc1ccc(Br)cc1F)c1cc(S(=O)(=O)NCc2ccc(F)cc2)ccc1F,0.4%,19.1%,1.3%
O=C(c1cnc(N2CCOCC2)c2ccccc12)N1CCN(c2ccccc2)CC1,3.0%,9.1%,-21.8%
Cc1ccc(-n2ncc3c(NCCc4ccccc4)ncnc32)cc1,3.9%,1.8%,3.1%
CCOC(=O)c1c(C)[nH]c(CCC(=O)NCCCN2CCN(c3cc(Cl)ccc3C)CC2)c1C,-1.2%,-19.0%,?
COc1cccc(NC(=O)CN2C=NS(=O)(=O)c3ccccc32)c1,-0.1%,9.6%,-4.2%
Cc1ccc(N2CC(C(=O)Nc3ccc(Br)cc3)CC2=O)cc1 (stereo unspecified),-0.9%,6.2%,?
COc1ccc(Cn2c(CO)cnc2SCc2cccc(C)c2)cc1,0.2%,-1.9%,0.8%
CCOC(=O)c1ccc(N2CCN(c3cc(Cl)ccc3C)CC2)c(NC(=O)Nc2cccc(OC)c2)c1,-0.2%,-1.1%,18.8%
COc1cc(Nc2nc(SCC(=O)c3ccc(Cl)c(Cl)c3)nc3ccccc23)cc(OC)c1,1.1%,-26.5%,?

# Single entries from the list:
# Value for `COc1cccc(NC(=O)CN2C=NS(=O)(=O)c3ccccc32)c1` under Nrf2 activator: -0.1%
# Value for `CCOCCn1c(=NC(=O)c2ccc3c(c2)OCCO3)sc2cc(OCC)ccc21` under A549 viability: -3.8%

# (cont.)
molecule,Nrf2 activator,A549 viability,TGFb SMAD3 inh
Cc1ccc(-c2nc3scc(CCNC(=O)c4cccc(Br)c4)n3n2)cc1,0.2%,-25.1%,?
CCc1ccc2nc(N(Cc3cccnc3)C(C)=O)sc2c1,3.2%,9.0%,11.6%
COc1ccc(S(=O)(=O)NCC(c2ccco2)N2CCN(c3ccccc3F)CC2)cc1C (stereo unspecified),3.7%,5.5%,-1.0%
COc1ccc(-c2cc3ccc(O)c(CN4CCOCC4)c3oc2=O)cc1OC,2.7%,18.6%,-2.1%
Cc1ccc(Cl)cc1-n1ncc2c(NCCC3=CCCCC3)ncnc21,-1.2%,?,?
COCCCNC(=O)Cn1c(=O)nc(-c2ccccc2)c2ccccc21,0.6%,-4.7%,12.7%
COc1ccc(S(=O)(=O)NCCS(=O)(=O)N2CCN(c3ccccc3F)CC2)cc1,2.5%,10.0%,?
Cc1cc(C)c(S(=O)(=O)NCC(c2ccco2)N2CCN(c3ccccc3)CC2)c(C)c1 (stereo unspecified),0.4%,2.5%,-7.1%
COc1ccccc1Cn1c(CNS(=O)(=O)c2ccc(Cl)s2)nc2cccnc21,2.8%,-10.1%,?
CCC(=O)C1=C(c2cccc([N+](=O)[O-])c2)N(C(=O)CC)n2c(nnc2C2CCCCC2)S1,-0.2%,-22.2%,5.5%
COc1ccc(C)cc1NC(=O)CSc1nc(=O)n(Cc2ccco2)c2c1CCC2,6.5%,-11.8%,?
Cn1ncc2c(NCc3ccc(F)cc3)ncnc21,-0.3%,-4.3%,-0.3%
COc1ccc(C(=O)Nc2nnc(SCc3cc(=O)c4cc(C)ccc4[nH]3)s2)cc1OC,-0.9%,16.1%,-2.1%
COc1ccc(N2CCN(S(=O)(=O)CCNC(=O)C(c3ccccc3)c3ccccc3)CC2)cc1,0.3%,3.0%,-2.9%
O=C(CSc1n[nH]c(-c2ccc(F)cc2)n1)N1CCN(c2ccc(F)cc2)CC1,-1.0%,-1.6%,-0.9%
COc1cccc(-n2ccnc2SCC(=O)Nc2cccc(C)c2C)c1,-0.9%,?,11.5%
Cc1ccc(NC(=O)Cn2c(=O)ccc3cc(S(=O)(=O)N4CCC(C)CC4)ccc32)c(C)c1,-0.6%,6.5%,-3.1%
Cc1cccn2c(=O)cc(COc3ccc(NC(=O)c4cccc(F)c4)cc3)nc12,0.2%,10.7%,32.4%
Cc1ccc(CNC(=O)CSc2c(C(C)C)cnc3c2c(=O)n(C)c(=O)n3C)cc1,-0.8%,1.5%,-16.0%
COc1ccc(Br)cc1CNC(=O)c1cc(=O)[nH]c2ccc(S(=O)(=O)N3CCCC3)cc12,1.1%,12.9%,0.5%
Cc1cc(C)c(NS(=O)(=O)c2cc(-c3cnc(C4CC4)o3)ccc2C)c(C)c1,0.4%,3.5%,6.8%
COc1ccc(-c2ccc(=O)n(CC(=O)NCCc3ccccc3)n2)cc1,-0.6%,13.3%,2.1%
Cc1cccc(C)c1Nc1sc(C(=O)c2ccccc2)c(N)c1S(=O)(=O)c1ccccc1,0.3%,?,?
CN(C)c1ccc(NC(=O)CSC2=Nc3ccccc3C3=NC(CCC(=O)NCc4cccs4)C(=O)N23)cc1 (stereo unspecified),1.0%,1.4%,-6.0%
CCOc1ccccc1C(=O)Nc1ccc(-n2nncc2-c2ccccc2)cc1,0.1%,9.1%,39.3%[activator]
CC1CCCCN1C(=O)CSc1n[nH]c(-c2ccccc2)n1 (stereo unspecified),1.9%,-11.6%,?
COc1cc(C)c(S(=O)(=O)Nc2cccc(-c3ccc(N4CCCC4)nn3)c2)cc1C,0.4%,-19.8%,-29.6%
COCCNC(=O)c1ccc(Cn2c(SCC(N)=O)nc3ccccc3c2=O)cc1,0.1%,3.5%,4.4%
COc1cccc(N(Cc2nnc3n2CCCCC3)C(=O)Nc2cccc(Cl)c2)c1,-0.4%,4.3%,-0.5%
CCOC(=O)c1cc(S(=O)(=O)Nc2ccc(OC(F)(F)F)cc2)[nH]n1,0.2%,2.3%,-4.8%

# Screening results from PubChem BioAssay.

# An excerpt (hit frequency here may not be typical).
